High-throughput results as filed in PubChem.
ssDAF12 agonist: S. stercoralis DAF-12 activation, primary screen; HEK293 ssDAF-12/GRIP1 lit1-tk-luc reporter, luminescence; % of 3 µM dafachronic acid response; activation, % at 6.8 µM; hit rate 1% among 370,000; AID 652126;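 active means activation above the mean over all tested compounds plus 3 SD, cut at about 0.9% in these data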;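 further: 0% = DMSO-only wells and 100% = 3 µM delta7-dafachronic acid wells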
sPLA2-III inh: Inhibits HGIII-sPLA2 liposome hydrolysis, primary screen; Q9NZ20; QFRET BODIPY PC-A2 liposome hydrolysis, fluorescence; inhibition, % at 12.2 µM; hit rate 0.56% among 370,000;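 active means inhibition above mean plus 3 SD of compounds lying within the high and low control bounds, cut at about 19% in these data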;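 further: 0% = median of test compound wells and 100% = no enzyme DMSO wells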
Target sequence (Q9NZ20 whole entry, looked up): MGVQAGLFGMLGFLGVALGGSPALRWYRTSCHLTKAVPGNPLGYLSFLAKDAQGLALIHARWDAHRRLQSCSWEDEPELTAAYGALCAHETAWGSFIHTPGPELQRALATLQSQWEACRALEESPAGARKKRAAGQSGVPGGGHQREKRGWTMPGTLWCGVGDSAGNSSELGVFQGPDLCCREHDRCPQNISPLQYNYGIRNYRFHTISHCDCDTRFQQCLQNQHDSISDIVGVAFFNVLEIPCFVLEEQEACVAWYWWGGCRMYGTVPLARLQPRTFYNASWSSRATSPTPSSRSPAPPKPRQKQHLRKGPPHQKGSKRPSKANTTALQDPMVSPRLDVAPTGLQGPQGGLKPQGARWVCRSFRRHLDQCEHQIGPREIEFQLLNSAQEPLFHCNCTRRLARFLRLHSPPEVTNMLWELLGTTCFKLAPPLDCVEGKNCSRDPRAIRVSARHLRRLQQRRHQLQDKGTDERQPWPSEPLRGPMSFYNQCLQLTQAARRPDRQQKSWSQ
GAA850 FXN act: activators of GAA850 frataxin (FXN) promoter; HEK293 lucGAA850 FXN promoter luciferase reporter, 24 h; percent of 10 µM SAHA response; activation, % at 6 µM; AID 540364; hit rate 0.56% among 360,000;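 active means activation above the average of all compounds screened plus 3 SD, cutoff fixed separately per campaign, cut at about 7.5% in these data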;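 further: 0% = DMSO wells and 100% = 10 µM SAHA wells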
hgDAF-12 ag: activates the H. glycines DAF-12 receptor ligand-binding domain; HEK293 GAL4-hgDAF12 UAS-luciferase reporter, agonist luminescence; normalized to butyrate control; activation, % at 6.8 µM; hit rate 1.8% among 370,000; AID 687014;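 active means activation above a cutoff set at the mean of all screened compounds plus 3 SD, cut at about 10% in these data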;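 further: 0% = DMSO wells and 100% = sodium butyrate wells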
ADAM17 inh: inhibitors of human ADAM17; inhibition, % at 6.95 µM; recombinant ADAM17, EDANS/DABCYL FRET peptide cleavage; hit rate 0.83% among 370,000; AID 720648;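 active means inhibition above the mean of compounds lying between control limits plus 3 SD, set per campaign, cut at about 8.5% in these data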;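 further: 0% = DMSO-only wells as the low control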
Target sequence (P78536 215-824 limits assumed): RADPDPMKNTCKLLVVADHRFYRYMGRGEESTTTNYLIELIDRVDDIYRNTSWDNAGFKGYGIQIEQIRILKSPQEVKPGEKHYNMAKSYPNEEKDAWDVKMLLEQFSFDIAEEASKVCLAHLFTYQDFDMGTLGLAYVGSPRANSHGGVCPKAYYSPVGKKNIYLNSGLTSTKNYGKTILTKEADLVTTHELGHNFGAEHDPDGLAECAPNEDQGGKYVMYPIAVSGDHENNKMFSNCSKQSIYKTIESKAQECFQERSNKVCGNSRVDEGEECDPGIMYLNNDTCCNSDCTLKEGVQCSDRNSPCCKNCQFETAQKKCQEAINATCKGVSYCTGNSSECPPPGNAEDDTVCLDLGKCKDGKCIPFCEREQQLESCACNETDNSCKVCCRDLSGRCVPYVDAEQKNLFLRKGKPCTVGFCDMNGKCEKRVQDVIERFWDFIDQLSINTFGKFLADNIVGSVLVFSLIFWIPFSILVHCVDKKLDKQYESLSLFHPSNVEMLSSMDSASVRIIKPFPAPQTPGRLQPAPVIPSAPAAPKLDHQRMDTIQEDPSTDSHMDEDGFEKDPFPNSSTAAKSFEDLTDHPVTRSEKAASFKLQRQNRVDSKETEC
DAX1 inh-1: inhibitors of human orphan nuclear receptor DAX1 (NR0B1); HEK293 Gal4-DAX1 luciferase reporter, luminescence; inhibition, % at 6.75 µM; hit rate 0.99% among 340,000; AID 504766;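 active means inhibition above the mean over all tested compounds plus 3 SD, cut at about 4.2% in these data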;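 further: 0% = DAX1-transfected cells with DMSO and 100% = empty-vector control cells with DMSO; inhibition shows as a rise in luminescence from relieved DAX1 repression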
DAX1 inh-2: blocks DAX1 repression of SF-1 activated StAR promoter; hit rate 1.1% among 370,000; AID 652010; inhibition, % at 6.8 µM; HEK293T StAR-luciferase reporter, SF-1/DAX-1 repression relief;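 active means inhibition above the mean over all tested compounds plus 3 SD, cut at about 3.6% in these data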;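 further: 0% = DAX-1 cells with DMSO and 100% = cells lacking DAX-1 with DMSO; higher inhibition means more luminescence from relief of DAX-1 repression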
PLC-beta3 inh: PLC-beta3 (human) inhibition, primary screen; Q01970; Purified PLC-beta3, fluorogenic substrate, fluorescence; inhibition, % at 12.2 µM; hit rate 0.18% among 370,000; AID 720704; in the data active means inhibition above about 11%;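 further: 0% = median of compound wells on plate and 100% = full blocker control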
hcDAF12 agonist: activators of H. contortus DAF-12 nuclear receptor. HEK293 hcDAF-12 lit1-tk-luc reporter, luminescence; 0% DMSO, 100% Δ7-dafachronic acid. AID 652067. hit rate 1.4% among 370,000. activation, % at 6.8 µM;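 active means activation above the mean of all tested compounds plus 3 SD, cut at about 5.5% in these data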;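 further: 100% = response to 3 µM Δ7-dafachronic acid high control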
ADAM10 inh: inhibitors of human ADAM10; O14672; recombinant ADAM10, EDANS/DABCYL FRET peptide cleavage, 3 h; inhibition, % at 7 µM; hit rate 0.62% among 370,000; AID 720582;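 active means inhibition above a per-campaign cutoff equal to the mean of compounds falling between control-based bounds plus 3 SD, cut at about 20% in these data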;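 further: 0% = DMSO wells while the 100% control is not disclosed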
PLC-gamma1 inh: inhibitors of human phospholipase C gamma1 | purified PLC-gamma1, fluorogenic substrate, fluorescence | inhibition, % at 12.2 µM | hit rate 0.84% among 370,000; in the data active means inhibition above about 9.5%
Numbers without * were called inactive; nt = not tested or not shown. Rows were taken by chance. About 6.9% of those tested had a hit in this group.

compound,ssDAF12 agonist,sPLA2-III inh,GAA850 FXN act,hgDAF-12 ag,ADAM17 inh,DAX1 inh-1,DAX1 inh-2,PLC-beta3 inh,hcDAF12 agonist,ADAM10 inh,PLC-gamma1 inh
COc1cccc(C2=CC(c3ccc(OC)c(OC)c3OC)n3nnnc3N2)c1 (centres undefined),-1.4,-30.8,1.7,-0.6,-0.7,-0.1,-1.0,-143.2,-1.5,-5.6,-101.7
Cc1cccc(CN2CCC(CNC(=O)CCNC(=O)Cn3ccc4ccccc4c3=O)CC2)c1,-0.7,-3.3,1.3,-0.8,-7.3,-0.8,0.1,2.0,-2.7,-18.2,1.8
S=c1[nH]nc(COc2ccc(Cl)cc2)n1-c1ccccc1,-0.9,21.3*,1.2,2.0,-4.2,3.6,0.6,-8.4,-0.1,-7.1,-1.6
O=C(C1=C(O)C(=O)N(Cc2ccco2)C1c1cccc(O)c1)c1ccco1 (centres undefined),-1.2,3.5,-0.7,-1.1,-2.8,0.2,-0.1,-25.4,0.7,0.8,-8.0
Cc1ccc2nc(Cl)c(C3CC(c4cccs4)=NN3C(=O)CCCC(=O)O)cc2c1 (centres undefined),-1.2,-2.2,0.8,-1.7,-0.8,0.0,-0.4,-2.5,-1.1,-5.9,-1.1
c1coc(-c2nc(N=C3N=c4ccccc4=N3)[nH]c2-c2ccco2)c1,-0.7,13.8,-1.6,-2.1,3.7,0.0,-0.5,-12.3,0.4,-12.5,-7.6
C=CCn1c(SCC(=O)c2ccc(OC)cc2)nnc1-c1cc2cccc(OC)c2o1,-1.8,-20.9,0.5,0.0,4.8,1.2,-0.2,2.6,-1.2,8.1,6.7
CCN(C(=O)c1cc(S(=O)(=O)N2CCOCC2)cn1C)c1cccc(C)c1,-1.1,8.9,-0.7,2.1,-4.4,0.0,-0.6,-0.4,-0.8,-5.0,-0.9
O=C1NC[C@H](CCCCN2C[C@H](Cc3ccc(O)cc3)N(CC3CCCCC3)C(=O)C2=O)N(CCC2CCCCC2)C1=O,-0.6,-30.1,nt,0.1,-3.6,nt,-0.4,-2.9,-0.9,-7.3,-0.2
COc1ccc(NC(=O)Nc2cccc(Cl)c2Cl)c(OC)n1,-1.5,2.9,0.8,-0.9,-2.1,-0.6,-0.2,-8.7,-1.6,10.3,4.3
CCOC(=O)C1CCN(Cc2cc(=O)oc3cc(C)ccc23)CC1,-1.6,-9.2,2.9,-1.2,-1.5,-1.4,-0.3,-3.2,-1.4,3.5,0.6
CC(C)Oc1ccc(S(=O)(=O)N2CCCCC2)cc1NC(=O)CN1CCCC1c1cccs1 (centres undefined),-2.1,-11.6,-1.2,-2.4,1.9,-0.5,-3.4,-3.0,-2.6,2.1,-1.4
Cc1c(C(=O)NCCSCc2ccco2)cccc1[N+](=O)[O-],-1.1,-1.2,0.4,-0.6,2.0,-0.1,-0.1,6.1,-1.6,6.9,3.1
O=C(NCC1COc2ccccc2O1)c1cc(S(=O)(=O)N2CCOCC2)ccc1F (centres undefined),-1.2,1.3,-0.9,3.8,-4.5,-0.9,-2.1,-13.8,-0.3,-8.2,-10.0
COc1cc(C(=O)NCCN2CCOCC2)cc(OC)c1OC,-1.1,2.4,0.8,-1.1,-3.9,0.2,0.3,1.9,-1.2,-0.8,1.8
COc1ccc2c(n1)Sc1nc3ccccc3nc1N2,0.6,-10.8,3.1,3.9,-14.9,5.5*,-2.0,-263.8,2.1,-33.3,-202.8
CCCc1cc(=O)[nH]c(SCC(N)=O)n1,-1.6,1.4,0.1,0.3,-2.2,0.6,-0.4,2.9,-1.8,-7.2,-2.2
CCc1ccc(NC(=O)C2C3C=CC(C4CC34)C2C(=O)O)cc1 (centres undefined),-0.5,-2.1,3.3,1.3,-1.6,0.0,-0.4,2.6,-0.6,-1.0,-1.0
O=C(c1ccccc1O)N1N=C(c2ccccc2)CC1(O)C(F)(F)F (centres undefined),-1.4,1.0,-1.5,3.6,-3.6,3.0,-0.2,-17.1,-0.4,5.5,-14.0
O=C(NC1CCCCCCC1)C1=COCCO1,-0.5,-6.1,0.7,1.2,0.7,1.3,-0.1,-0.1,-0.2,3.1,3.7
CCCC(=O)Nc1cc(OC)c(NC(=S)Nc2ccc(CC)cc2)cc1OC,-1.3,-6.0,0.0,-2.5,1.6,0.2,-0.7,-3.1,-2.6,-0.4,4.2
C[C@]12C=C[C@H](O)CC1=CCC1C2CC[C@@]2(C)C1CCC21OCCO1 (some centres undefined),-0.5,-10.5,-0.1,-3.3,2.4,-0.9,-0.2,1.6,-1.9,1.1,1.7
Cn1c(N)c(C(=O)COC(=O)/C=C/c2cccc(F)c2)c(=O)n(C)c1=O,-1.0,-10.6,-1.0,3.8,1.7,-0.6,-0.9,-0.2,0.7,5.2,-0.3
COc1ccccc1CNc1ncnc2cc(Cl)ccc12,-0.8,0.4,-0.6,-3.3,0.7,-1.3,-1.7,-8.2,1.9,1.6,-7.3
CCOc1ccc(CCNC(=O)c2ccc3c(=O)[nH]c4c(C(=O)NC(C)C)sc(=S)n4c3c2)cc1,-0.4,-0.5,2.2,0.1,-2.8,2.2,-0.1,-8.5,-2.0,-0.9,-1.1
Cc1ccccc1NS(=O)(=O)c1ccc(C(=O)N2CCN(c3ccccn3)CC2)cc1,-1.0,-20.1,-2.1,-4.5,-0.3,-0.5,-1.4,1.7,-1.9,2.3,0.1
Cc1cc2c(ncn2C)c(NS(=O)(=O)c2ccc(Cl)cc2)c1C,-0.4,-17.4,-0.6,-3.7,1.8,-0.5,-0.2,1.9,2.9,6.4,3.3
CCOC(=O)c1sc(NC(=O)C(CC)Sc2nc3ccccc3[nH]2)nc1C (centres undefined),-1.2,5.8,0.2,-1.9,-5.7,-0.4,-0.1,-0.7,-1.9,-7.5,1.9
Cc1ccc(C(=O)O)cc1-c1ccc(C=C2C(=O)c3ccccc3C2=O)o1,0.4,1.6,0.6,1.4,-2.9,1.2,0.1,-6.3,3.8,-8.2,4.8
Fc1ccc(-c2nnn(Cc3ccccc3Cl)n2)cc1,-0.7,-4.8,-0.7,3.9,1.9,0.7,0.3,-5.0,2.2,0.4,3.1
NNC(=O)C1CC1c1ccccc1 (centres undefined),-0.7,-6.2,-3.8,0.6,5.3,-0.1,-0.8,2.1,-0.6,5.8,5.9
CN(C)CCCN(C(=O)COc1ccccc1)c1nc2ccc(F)cc2s1,-0.6,-1.1,1.9,-1.8,-5.6,0.7,-0.1,-2.9,-0.1,4.5,-1.7
C[C@H](NC(=O)CC[C@H]1O[C@@H](n2ccc(=O)[nH]c2=O)[C@H](O)[C@@H]1O)C(=O)O,-1.3,8.3,nt,-0.4,-5.2,nt,-0.4,0.9,-1.6,-5.6,0.1
CNC(=O)/C(=C\c1ccc([N+](=O)[O-])cc1)NC(C)=O,-1.0,-2.9,0.1,-0.8,-0.2,2.1,0.1,-6.2,1.1,5.3,-3.4
Cc1ccc2c(c1)N(CCC(=O)NCCN1CCOCC1)C(=O)CO2,-1.4,0.9,0.9,-0.8,-2.8,0.5,0.0,1.9,-1.0,-7.3,1.6
C[C@H]1[C@H](c2ccccc2)OC(O)([C@H](Cc2ccccc2)NC(=O)OC(C)(C)C)CN1C (some centres undefined),-1.6,-4.6,nt,-1.2,-5.5,nt,nt,-21.6,-2.5,-2.4,1.8
CCOC(=O)/C=C1\CC(C(=O)OCC)Oc2ccccc21 (centres undefined),-1.5,2.9,1.3,2.1,-2.1,-0.6,-0.5,-0.7,2.4,-7.1,0.5
CCC(C)NC(=O)CS(=O)Cc1nc(-c2ccccc2C)oc1C (centres undefined),-1.0,4.1,1.2,-0.1,-3.3,0.4,0.2,-4.9,-0.9,-7.1,-3.4
COC(=O)CSc1c(-c2ccccc2)c2cc(Cl)ccc2[nH]c1=O,-1.1,-0.9,2.2,0.3,-3.0,2.1,-0.9,-11.1,-1.7,-9.6,-11.8
COCCCNc1nc2c(c(=O)[nH]c(=O)n2C)n1CCCc1ccccc1,-1.0,5.8,0.8,1.1,-0.3,-0.1,-0.5,5.3,-1.4,13.6,6.0
O=C(O)c1ccccc1-c1ccccc1C(=O)Nc1cccc(-c2nc3ccccc3o2)c1,-0.5,-30.7,1.5,-5.6,1.1,0.7,1.2,-4.2,-1.9,1.3,-5.8
CN(CCC1CCCCO1)C(=O)CCc1nnc(CCc2ccccc2)o1 (centres undefined),-1.0,8.4,2.0,3.7,-2.4,0.2,-0.3,-8.5,-0.7,3.8,3.4
N#CC(C#N)=NNc1ccc([N+](=O)[O-])cc1,-1.2,-7.6,-1.5,-1.5,3.5,0.2,-0.3,-1.6,-0.7,5.3,5.1
CCc1ccc(OCCCCCn2ccnc2)cc1,-1.8,-19.2,-2.1,-0.5,-2.0,-1.6,-0.4,2.8,-1.1,4.7,-0.4
O=C(CSC1c2ccccc2C(=O)N1c1ccccc1)N1CCOCC1 (centres undefined),-1.7,2.5,0.4,1.8,-4.5,1.3,-0.5,3.5,1.7,0.9,1.0

Reprinted from the part before: 2 entries, then new ones.
compound,ssDAF12 agonist,sPLA2-III inh,GAA850 FXN act,hgDAF-12 ag,ADAM17 inh,DAX1 inh-1,DAX1 inh-2,PLC-beta3 inh,hcDAF12 agonist,ADAM10 inh,PLC-gamma1 inh
CCc1ccc(OCCCCCn2ccnc2)cc1,-1.8,-19.2,-2.1,-0.5,-2.0,-1.6,-0.4,2.8,-1.1,4.7,-0.4
O=C(CSC1c2ccccc2C(=O)N1c1ccccc1)N1CCOCC1 (centres undefined),-1.7,2.5,0.4,1.8,-4.5,1.3,-0.5,3.5,1.7,0.9,1.0
Cc1ccccc1OCc1nnc(SCC(=O)Nc2ccc3nc(SCC(=O)Nc4ccccc4)sc3c2)n1C,-1.3,-10.0,0.7,1.0,10.7*,1.3,-0.1,5.9,2.2,12.4,7.5
COc1ccc2oc3cc(C)[n+]([O-])c(-c4ccc(C)cc4)c3c2c1,-0.9,9.2,-2.6,-4.6,-29.9,-0.4,-1.1,-74.9,-0.2,-94.9,-69.9
Cc1cc(C(=O)N/N=C/c2ccc(-c3cccc([N+](=O)[O-])c3)o2)n[nH]1,-1.4,-4.9,0.5,0.7,-1.0,0.3,0.3,-4.2,-3.6,-2.8,1.7
COc1ccc(N2C(=O)C(F)(F)C2c2cccc(F)c2)cc1 (centres undefined),-2.3,-2.4,0.7,0.3,-0.6,3.8,-0.3,-6.8,-0.4,-5.2,-2.0
CC1=C(C(=O)N(C)C)CC(CC(=O)NCC2CCCCC2)C(=O)N1Cc1ccc(F)cc1 (centres undefined),-1.4,-0.2,nt,4.5,-3.6,nt,-0.3,-0.9,-0.3,-5.4,1.4
Cc1ccccc1NC(=O)c1ccc2nccnc2c1,-0.9,0.9,0.1,0.6,-1.1,0.2,-0.2,-5.8,-1.6,-1.4,-0.2
CCOC(=O)CSc1nc(C)nc2c1sc1nc(C)c(C(C)=O)c(-c3ccc(OC)cc3)c12,-0.7,-2.3,5.4,1.6,-2.7,-1.3,0.0,-0.7,0.1,-0.7,-2.6
